Screening data deposited in PubChem by Broad Institute.
LGR2 inh: blocks bursicon-induced cAMP signaling via Drosophila LGR2 | HEK293 LGR2, CRE-luciferase, bursicon-stimulated, 4 h | inhibition, % at 9.99 µM | hit rate 0.35% among 380,000 | AID 720647;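 active = drop in luminescence signal, shown as inhibition above about 50% in the replicate tests, limit read from the data, passing the limit was not always enough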;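 note: agonist challenge used bursicon conditioned medium at about half maximal strength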
C2C12 statin: suppression of simvastatin myotoxicity. C2C12 myotubes + simvastatin, ATP luminescence, 48 h; scaled: DMSO 0, geranylgeraniol control 100. rescue of ATP level, % at 7.49 µM. hit rate 0.78% among 330,000. AID 602340;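 active = mean ATP rescue above about 67%, or every replicate alone reaching that limit, limit read from the data, passing the limit was not always enough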;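 note: myotubes were challenged with 10 µM simvastatin during compound exposure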
SIRT5 block: blocks human SIRT5 desuccinylation of peptide | Q9NXA8 | Purified SirT5, succinyl-peptide AMC, trypsin-coupled fluorescence | inhibition, % at 15 µM | hit rate 1.1% among 330,000; in the data active = inhibition above about 15%
Target sequence (Q9NXA8 whole entry, looked up): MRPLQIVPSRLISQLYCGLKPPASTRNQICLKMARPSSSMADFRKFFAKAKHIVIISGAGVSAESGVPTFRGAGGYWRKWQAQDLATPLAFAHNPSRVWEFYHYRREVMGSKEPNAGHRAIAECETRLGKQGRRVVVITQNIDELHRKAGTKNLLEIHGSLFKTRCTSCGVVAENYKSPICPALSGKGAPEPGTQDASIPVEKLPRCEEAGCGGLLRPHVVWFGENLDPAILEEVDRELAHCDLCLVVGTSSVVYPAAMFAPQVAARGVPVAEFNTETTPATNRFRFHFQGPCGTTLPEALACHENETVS
ERAP1 inh: ERAP1 (human) enzyme inhibition. recombinant ERAP1, Leu-AMC fluorescence, 60 min. inhibition, % at 10.7 µM. hit rate 0.15% among 340,000. AID 652197;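 active = mean replicate inhibition of at least 30%, or all replicates individually reaching that 30% level; inactive = mean below 30% and not every replicate reaching it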;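 note: 0% = neutral control wells and 100% = L-leucinethiol positive control wells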
Cneo AK release: causes C. neoformans cell lysis | adenylate kinase release luminescence, 4 h; normalised: neutral wells 0, clomiphene wells 100 | lysis activity, % at 15 µM | hit rate 0.2% among 360,000 | AID 651654;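 active = mean lysis activity across replicates of at least 80%, whatever share of replicates individually reach that level; inactive = mean lysis activity below 80%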
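Material – Cryptococcus neoformans yeast cells · Quantity – 5 × 10^6 yeast cells/mL · Buffer or medium – YPD medium · Compound – single dose · Timing – 4 h static compound exposure, 37 °C, read 1 h post-reagent · Signal – adenylate kinase release luminescence · Read-out basis – lysis from increased AK signal · Benchmarks – Clomiphene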
PGC1a acetyl inh: modulators of PGC1a acetylation; hit rate 0.17% among 350,000; inhibition, % at 15.6 µM; U2OS PGC1a acetylation, AlphaScreen anti-acetyl-lysine; with virally co-expressed GCN5 acetyltransferase;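 active = every replicate shows inhibition of at least 40%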;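 note: 0% = neutral control wells and 100% = positive control wells; some results beyond the cut were filed as inactive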
S100A4 inh HTS: S100A4-myosin IIA interaction inhibition | S100A4/TAMRA-MyoIIA peptide fluorescence polarization | hit rate 0.14% among 360,000 | P26447 | inhibition, % at 10.7 µM;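 active = mean inhibition of at least 70% across replicates, with every replicate also reaching that level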
Target sequence (P26447 whole entry, looked up): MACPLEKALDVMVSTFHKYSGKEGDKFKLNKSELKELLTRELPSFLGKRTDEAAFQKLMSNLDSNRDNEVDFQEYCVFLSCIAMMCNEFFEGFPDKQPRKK
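Compound dosing: one dose per compound; test system: human S100A4 monomer with TAMRA-labelled myosin IIA peptide; probe or stimulus: TAMRA-labelled myosin IIA heavy-chain peptide probe, 5 nM; medium: HEPES buffer with Ca2+, pH 7.2; schedule: 5 min incubation before reading; benchmarks: neutral control DMSO, positive control TFP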
Xi reactivation: X-chromosome reactivation activator. XiGFP mouse fibroblasts, % GFP-positive cells imaging, 3 d; cells co-treated with 5-aza-dC sensitizer; scaled so ellipticine positive control = 100%. activation, % at 7.58 µM. hit rate 0.055% among 360,000. AID 743238;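 active = mean normalized replicate activation at least 10% and every replicate at or above 10%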;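 note: 0% = median of on-plate neutral control wells and 100% = ellipticine 6 µM median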
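System: 68-5-11 XiGFP fibroblast line; Timing: 3 days compound exposure; Compound dosing: one concentration, pinned; Benchmarks: positive control ellipticine, 6 µM final; Buffer or medium: DMEM containing 5-aza-dC.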
An asterisk follows results filed as active; . = not tested or not shown; & = joins results of further samples. Some of the compounds tested; count on the stated rates, not on these rows.

Value order: PGC1a acetyl inh, C2C12 statin, LGR2 inh, S100A4 inh HTS, Xi reactivation, Cneo AK release, SIRT5 block, ERAP1 inh
> COc1ccccc1C(=O)NC(=O)COC(=O)c1nc(Cl)ccc1Cl
 : ., 7, 8, 28, 0.4, -1, -9, 2
> COc1ccc(NC(c2ccccc2)c2ccncc2)cc1 (configuration not stated)
 : 3, 6, 16, -4, 0.3, 2, -2, 0
> CCOC(=O)c1c(C)[nH]c(C(=O)COC(=O)c2ccc(O)cc2O)c1C
 : 2, -15, -43, 0, 0.4, 0, -6, -2
> COc1cccc(-c2cn(CC[C@@H]3CC[C@@H](NS(=O)(=O)c4ccccc4Cl)[C@H](CO)O3)nn2)c1
 : -4, 0, -8, -4, 0.4, -1, 4, -6
> Cc1ccc(S(=O)(=O)N2CCN(C(=O)CSc3cc(C)ccc3C)CC2)c(C)c1
 : -5, -57, 10, 0, 0.4, 1, 2, -2
> CN1c2ccc(-c3ccccc3F)cc2[C@H]2[C@H](CCN2S(=O)(=O)c2ccccc2F)[C@@H]1CO
 : -28, -8, -11, 9, 0.0, 8, 1, 1
> COc1ccc(/C=N/NC(=O)c2ccc(CSc3nncn3C)cc2)cc1OC
 : ., -5, 4, -4, 0.0, -1, -2, 1
> CC(=O)NC(C)c1nc2ccccc2n1CC(=O)N1C(C)CCCC1C (configuration not stated)
 : ., ., 18, -4, 0.0, ., 1, 1
> C[C@@H]1CCCCO[C@H](CN(C)C(=O)Nc2ccc(C(F)(F)F)cc2)[C@H](C)CN([C@@H](C)CO)C(=O)c2cc(NC(=O)c3ccncc3)ccc2O1
 : -11, ., 6, 2, 0.4, -14, 6, 0
> COc1cc2[nH]c(=S)n(C3CC3)c(=O)c2cc1OC
 : 3, -3, -9, -3, 0.0, 2, 2, -4

The final 2 compounds of the part above open the next one:
Value order: PGC1a acetyl inh, C2C12 statin, LGR2 inh, S100A4 inh HTS, Xi reactivation, Cneo AK release, SIRT5 block, ERAP1 inh
> C[C@@H]1CCCCO[C@H](CN(C)C(=O)Nc2ccc(C(F)(F)F)cc2)[C@H](C)CN([C@@H](C)CO)C(=O)c2cc(NC(=O)c3ccncc3)ccc2O1
 : -11, ., 6, 2, 0.4, -14, 6, 0
> COc1cc2[nH]c(=S)n(C3CC3)c(=O)c2cc1OC
 : 3, -3, -9, -3, 0.0, 2, 2, -4
> C[C@H]1CN([C@@H](C)CO)C(=O)c2cc(-c3ccncc3)cnc2O[C@H]1CN(C)C(=O)c1cccc(F)c1
 : 11, 42, -4, 1, -0.6, 0, -1, 3
> O=C(COC(=O)/C=C/c1cccc([N+](=O)[O-])c1)NCC1CCCO1 (configuration not stated)
 : ., ., 8, -1, 0.1, ., 0, 0
> C[C@@H]1CN([C@H](C)CO)C(=O)c2cccc(NS(=O)(=O)c3cn(C)cn3)c2O[C@H]1CN(C)C(=O)Nc1ccc(F)cc1
 : -2, -3, -3, 2, 0.2, -55, 1, -4
> CC(C)(CN1CCCC1)NS(=O)(=O)c1ccccc1
 : 7, 3, 16, 1, -0.1, 5, -1, -1
> CC1CCN(S(=O)(=O)c2cn(CC(=O)Nc3ccc(OC(F)(F)F)cc3)cn2)CC1
 : 3, 24, 17, -5, 0.0, 6, 0, -2
> CCOC(=O)N1CCN(S(=O)(=O)c2ccc(F)cc2)CC1
 : -5, 8, 19, 2, ., 3, -5, 0
> C[C@H](CO)N1C[C@H](C)[C@H](CN(C)Cc2ccc(Cl)c(Cl)c2)Oc2c(NC(=O)C3CCOCC3)cccc2C1=O
 : 0, 19, -7, -5, -0.1, 47, -2, -1
> COc1ccccc1/C=C/C=C1\Oc2c(ccc(O)c2CN(C)C)C1=O
 : -27, 26, -10, -5, 0.0, 4, 5, 0
> COC(=O)c1ccc(/C=C2/SC(=S)N(CCCC(=O)Nc3ccc(O)cc3)C2=O)cc1
 : ., ., -7, -3, -0.1, -9, 1, -1
> CCc1nc2ccc(C(=O)NCCN3CCNC3=O)cn2c1N(C)CCC(C)C
 : -3, 7, -6, 8, 0.6, 1, 3, 1
> O=C(CC1C(=O)NCCN1Cc1cccc(Oc2ccccc2)c1)NCCc1cnccn1 (configuration not stated)
 : -4, 3, 1, 3, 0.7, 0, -4, 0
> CC(C)CC(COCc1ccc(C(F)(F)F)cc1)N1CCN(C(=O)c2ccc(C(F)(F)F)cc2)CCC1=O (configuration not stated)
 : 2, 7, 6, 8, 0.0, 4, ., 1
> O=C(NC1CCSC1=O)c1cccc(Cl)c1 (configuration not stated)
 : 2, -5, 10, 1, 0.0, 3, -2, 16
> CO[C@H]1CN(C)C(=O)c2cc(NC(=O)Nc3ccccc3)ccc2OC[C@@H](C)N(C(C)=O)C[C@@H]1C
 : -5, -11, -17, -5, 0.1, -2, 0, 4
> O=C(NNC(=O)c1cc(-c2ccncc2)nc2ccccc12)c1cccc(Cl)c1
 : 2, 1, 28, -4, 0.0, 1, -3, 3
> C/C=C/c1ccc([C@@H]2[C@@H](CO)N(C(C)=O)C23CN(C(=O)c2ccncc2)C3)cc1
 : 9, ., 0, -11, 0.0, ., ., 0
> O=C(Cn1nc(-c2cccc(Cl)c2)ccc1=O)NCC1COCCO1 (configuration not stated)
 : ., 11, 3, 0, 0.0, 0, 2, 0
> C[C@@H]1CN([C@@H](C)CO)C(=O)c2cc(NC(=O)NC3CCCCC3)ccc2O[C@@H](C)CCCCO[C@H]1CN(C)Cc1ccc(Cl)c(Cl)c1
 : ., 32, -4, 13, -1.1, 0, 2, 0
> O=C(NCCCn1ccnc1)Nc1ccc2c(c1)OCO2
 : 7, -4, -11, -1, 0.0, 2, -2, -2
> Cc1cc(=O)[nH]c(SCc2csc(-c3ccccc3)n2)n1
 : 3, 6, -24, ., 0.3, ., ., .
> CCCNC(=O)c1ccccc1NC(=O)Cc1ccc(OC)c(S(=O)(=O)N2CCOCC2)c1
 : 1, -1, 5, 0, 0.3, 5, -1, -2
> CN1CCN(S(=O)(=O)c2ccc(Nc3ccc(F)cc3)c([N+](=O)[O-])c2)CC1
 : 3, -14, -12, 5, 0.1, ., 11, 7
> C[C@H](CO)N1C[C@H](C)[C@@H](CN(C)Cc2ccc(Oc3ccccc3)cc2)Oc2ccc(NC(=O)Nc3ccc(C(F)(F)F)cc3)cc2C1=O
 : -4, -1, 4, 5, 0.1, -1, 13, -4
> Cc1nn(Cc2ccccc2)c(C)c1CNC(=O)c1ccc(F)c(S(=O)(=O)N2CCOCC2)c1
 : ., 7, -13, -2, 0.0, -3, 3, -4
> Cc1noc(C)c1S(=O)(=O)Nc1ccc2c(c1)C(=O)N([C@@H](C)CO)C[C@@H](C)[C@@H](CN(C)Cc1ccc3c(c1)OCO3)O2
 : -3, 51, 19, -1, -1.3, -6, 2, 2
> O=C(C[C@H]1C[C@H]2c3cc(NC(=O)NC4CCCC4)ccc3O[C@H]2[C@H](CO)O1)NCc1cc(F)ccc1F
 : -2, 1, 17, ., -0.1, -3, ., .
> CC(=O)C1C(c2ccc(OC(F)F)cc2)NC(=O)NC1(O)C(F)(F)F (configuration not stated)
 : 4, 19, 5, -6, 0.3, 1, 3, -2
> Cc1sc2ncnc(-n3cnc4ccccc43)c2c1C
 : 13, 17, 3, 2, ., 0, -3, 3
> CC(C)(C)NC(=O)C(=O)NNC(=O)c1ccccc1
 : 9, ., -12, -2, ., 1, -6, 9
> Cc1noc(C)c1CC(=O)N1CCCC(C(=O)c2ccc(C(C)(C)C)cc2)C1 (configuration not stated)
 : 9, ., -2, -7, 0.0, 1, 4, 2
> COc1ccc(/C(C)=N/NC(=O)OC(C)(C)C)cc1[N+](=O)[O-]
 : -3, ., -4, -1, 0.0, ., 2, .
> C/C(=N\NC(=O)CC(C)C)c1ccc(N2CCCCC2)cc1
 : 2, ., ., -1, 0.6, -4, 0, -1
> Cc1ccc(Cl)cc1NC(=O)c1cc(S(=O)(=O)N2CCOCC2)cn1C
 : 19, -11, 6, -3, 1.1, -1, -5, 2
> O=C1NC(Cc2ccccc2)c2nc3cc(Cl)ccc3c(=O)n2-c2ncccc21 (configuration not stated)
 : -4, 13, 6, 1, -0.1, 0, -6, -1
> COc1ccccc1CCNC(=O)C1CCC(=O)N(Cc2ccccc2OC)C1 (configuration not stated)
 : 0, ., -2, 5, 0.0, -7, 14, -1
> C#CCNC(=O)C1=C[C@H](C)[C@@H](CCCO)[C@H](OCC)O1
 : 2, -11, -19, 13&-12, 0.0, 7&14, -3, -3&1
> Cc1cc2c3c(c1C)C1(C(=O)N3C(C)(C)CC2C)C(C#N)=C(N)Oc2cc(O)ccc21 (configuration not stated)
 : -7, 25, 11, ., ., 0, ., .
> Cc1c(NC(=O)c2cccc(NC(=O)Cc3ccc(Cl)cc3)c2)c(=O)n(-c2ccccc2)n1C
 : 3, 12, -7, -2, 0.0, -1, -4, -5
> CC=Cc1ccc2n(c1=O)C[C@@H]1[C@@H](CO)[C@H](C(=O)NCC3CC3)N(Cc3ccccn3)[C@H]21 (mixture of isomers)
 : ., 39, -6, 59, 0.3, 1, 4, 1
> Fc1cccc(NC(=S)N2CCN(c3ccccn3)CC2)c1
 : 4, -9, 7, -10, 0.0, -4, -6, 1

Entries of single compounds, looked up by structure. Screens in order: PGC1a acetyl inh | C2C12 statin | LGR2 inh | S100A4 inh HTS | Xi reactivation | Cneo AK release | SIRT5 block | ERAP1 inh
Listed for O=C1NC(Cc2ccccc2)c2nc3cc(Cl)ccc3c(=O)n2-c2ncccc21 (configuration not stated) : -4 | 13 | 6 | 1 | -0.1 | 0 | -6 | -1
Listed for C#CCNC(=O)C1=C[C@H](C)[C@@H](CCCO)[C@H](OCC)O1 : 2 | -11 | -19 | 13&-12 | 0.0 | 7&14 | -3 | -3&1

4 compounds from above, arranged by their value in S100A4 inh HTS, lowest first.
| Compound | S100A4 inh HTS |
| --- | --- |
| COc1cc2[nH]c(=S)n(C3CC3)c(=O)c2cc1OC | -3 |
| O=C(Cn1nc(-c2cccc(Cl)c2)ccc1=O)NCC1COCCO1 (configuration not stated) | 0 |
| C[C@H]1CN([C@@H](C)CO)C(=O)c2cc(-c3ccncc3)cnc2O[C@H]1CN(C)C(=O)c1cccc(F)c1 | 1 |
| C[C@@H]1CN([C@@H](C)CO)C(=O)c2cc(NC(=O)NC3CCCCC3)ccc2O[C@@H](C)CCCCO[C@H]1CN(C)Cc1ccc(Cl)c(Cl)c1 | 13 |

Next records follow.
Value order: PGC1a acetyl inh, C2C12 statin, LGR2 inh, S100A4 inh HTS, Xi reactivation, Cneo AK release, SIRT5 block, ERAP1 inh
> CC1CC(NS(=O)(=O)c2cc3c4c(c2)CCN4C(=O)CC3)CC(C)(C)C1 (configuration not stated)
 : ., 10, -8, 3, 0.0, -1, -6, 0
> C[C@@H]1CN([C@H](C)CO)C(=O)c2cc(NC(=O)Cn3cnnn3)ccc2O[C@H]1CN(C)Cc1ccc(C(F)(F)F)cc1
 : 6, 36, 3, -8, -0.8, -10, -7, 0
> COC(=O)C(CO)NC(=O)C(C)NC(=O)CNC(=O)OCc1ccccc1 (configuration not stated)
 : 7, ., 0, -5, 0.1, ., -1, 5
> O=C(c1cn2ccccc2n1)N1CCCC(Nc2ccc(F)c(F)c2)C1 (configuration not stated)
 : -2, ., 1, -2, 0.2, -2, 0, 1
> O=C(O)c1cnc2ccc(Cl)cc2n1
 : 4, 2, -4, 6, 0.0, -1, 0, -4
> O=C(N/N=C1\CC2CC=CC12)c1ccccc1Cl (configuration not stated)
 : -3, 0, 17, 0, 0.0, -1, 0, 3
